Screens (PubChem BioAssay)
HIV peptide binding: inhibitors of HIV fusion peptide binding, primary screen, biochemical, uHTS, fluorescence dequenching (AID 1986) | cell-free peptide binding, fluorescence dequenching, 30 min; higher % means a stronger effect | one-dose inhibition, % at 20 µM; IC50 in µM for titrated hits | hit rate 0.3% among 290,000; in the data active = inhibition mostly above about 52%, no sharp cut-off; inactive = mostly below about 76%; note: some results filed as inactive read as strong as hits
KOR beta-arrestin-1: kappa opioid receptor blockers – cell-based, luminescence, uHTS (AID 1778) | one-dose inhibition, % at 10 µM; IC50 in µM for titrated hits | hit rate 0.091% among 290,000 | KOR beta-arrestin recruitment, luminescence, antagonist mode; higher % means a stronger effect; note: strong numbers were not always called active
NOD1 inhibition: NOD1 signaling inhibitors, primary screen, cell-based, luminescence, uHTS (AID 1578); NOD1-driven NF-kB luciferase reporter cells, luminescence; higher % means a stronger effect; inhibition, % at 4 µM; hits with a dose series show EC50 in µM; hit rate 1% among 290,000; in the data active = inhibition mostly above about 36%, no sharp cut-off; inactive = mostly below about 34%;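 note: HEK-293T reporter cells stimulated with the NOD1 agonist gamma-tri-DAP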
NOD2 inhibition: inhibition of NOD2-driven NF-kB reporter – cell-based, luminescence, uHTS, HEK293 (AID 1566) | inhibition, % at 4 µM, or EC50 in µM where a hit was titrated | hit rate 0.63% among 290,000 | HEK293 NOD2/NF-kB luciferase reporter, luminescence; higher % means a stronger effect; note: many of its hits are not listed in these tables
KOR beta-arrestin-2: kappa opioid receptor activators – cell-based, luminescence, uHTS, primary screen (AID 1777) | KOR beta-arrestin recruitment, luminescence; higher % means a stronger effect | activation, % at 10 µM, or EC50 in µM where a hit was titrated | hit rate 0.02% among 280,000; in the data active = activation above about 50%, passing the limit was not always enough; note: a part of the inactive calls stands beside numbers as strong as those of hits
Myeloid diff 2: myeloid differentiation induction; ER-HoxA9 myeloid progenitors, lysozyme-GFP differentiation, flow cytometry; calls only at 10 µM; hit rate 1% among 360,000; AID 624256;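 active = normalized GFP-positive differentiation at or above the plate's own cutoff, the solvent-only control mean plus 3 SD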;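 note: cells exposed to compound for four days before flow analysis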
GPR55 LPI antagonism: inhibition of LPI-stimulated GPR55 beta-arrestin translocation – imaging, U2OS, beta-arrestin-GFP, LPI agonist, primary screen (AID 2013). inhibition, % at 10 µM; hits with a dose series show IC50 in µM. hit rate 0.13% among 290,000. U2OS GPR55 beta-arrestin-GFP translocation imaging, LPI antagonism; higher % means a stronger effect;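 active = spots per cell inhibited over 60%, with over 100 cells counted and total cytoplasm intensity under 500,000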;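 note: U2OS cells stably carrying GPR55 and arrestin-GFP stimulated by 5 µM LPI near EC80; imaged beta-arrestin-GFP aggregate spots per cell after agonist stimulation; plate controls were LPI-stimulated DMSO wells for no effect and DMSO wells without LPI for full effect; some results filed as inactive read as strong as hits; confirmed hits need IC50 under 10 µM and bright autofluorescent wells are also inconclusive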
GPR55 activation: selective activators of receptor GPR55 – imaging, U2OS cells, beta-arrestin-GFP redistribution, primary screen (AID 1961) | U2OS GPR55 beta-arrestin-GFP redistribution imaging; higher % means a stronger effect | hit rate 0.048% among 290,000 | activation, % at 10 µM, or EC50 in µM where a hit was titrated;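 active = activation above 40% with more than 50 cells counted in the well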;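 note: U2OS osteosarcoma cells stably expressing GPR55 and beta-arrestin-GFP; plate controls were DMSO negative control for no effect and LPI positive control for full effect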
GPR35 antagonists: GPR35 antagonists blocking zaprinast-driven arrestin recruitment, primary screen, imaging, U2OS, beta-arrestin-GFP, zaprinast agonist (AID 2058) | U2OS GPR35 beta-arrestin-GFP translocation imaging, zaprinast antagonism; higher % means a stronger effect | one-dose inhibition, % at 10 µM; IC50 in µM for titrated hits | hit rate 0.052% among 290,000;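 active = inhibition of at least 50% with at least 30 cells and total cytoplasm GFP at most 10,000,000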
Myeloid diff 2 GFP+ MAC1+ %: recorded beside Myeloid diff 2, whose call it bears; GFP+ MAC1+ double positive, %; measured here: differentiation confirmed by MAC1 staining
Active calls of the source: *; i = inactive; nt = not tested or not shown; + = active, no number; [ ] = another dose, or the depositor's remark. Cut-off read from the data, not from the text of the source, unless noted: active = inhibition above about 50%; inactive = the rest. These rows are one share of the data; rates above refer to the full screens.

SMILES	HIV peptide binding	KOR beta-arrestin-1	NOD1 inhibition	NOD2 inhibition	KOR beta-arrestin-2	Myeloid diff 2	Myeloid diff 2 GFP+ MAC1+ %	GPR55 LPI antagonism	GPR55 activation	GPR35 antagonists
COc1ccc(-c2noc(-c3ccccc3C(=O)NCC3CCCO3)n2)cc1 (stereo unspecified)	1.4%	-5%	-1%	-26%	-0.2%	i	0.4	-3%	-0.2%	5%
CCOC(=O)C1=C(C)NC(=O)NC1c1ccccc1 (stereo unspecified)	2.9%	-3%	-10%	12%	-4.8%	i	1.9	3%	0.6%	0%
Cc1cccc(NC(=O)c2ccc(N3CCCCC3)c([N+](=O)[O-])c2)n1	-0.5%	28%	-80%	-126%	-0.2%	i	0.4	3%	-0.1%	-14%
CCc1ccc(Nc2n[n+](-c3ccccc3)c(-c3ccc(SC)cc3)s2)cc1	-1.4%	5%[20 µM]	-15%	-21%	-2.6%	i	0.2	13%	nt	0%
CN1N=C(C(=O)N2CCCC(N3CCN(c4ccc(F)cc4)CC3)C2)CCC1=O (stereo unspecified)	-0.5%	34%	-30%	5%	-1.5%	i	0.9	18%	0.0%	-14%
Cn1c(/C=C/c2ccc(Br)cc2)nc2ccccc2c1=O	-2.6%	-7%	4%	-50%	-2.4%	i	0.8	8%	0.3%	5%
CCCCn1c(SCC(=O)Nc2cc(C(F)(F)F)ccc2Cl)nnc1C(CC)N(C)C (stereo unspecified)	1.4%	24%	-48%	-9%	0.0%	i	1.8	15%	-0.1%	-16%
CCCOc1ccc(OCCSc2ncccn2)cc1	-1.9%	0%	-41%	-69%	-0.7%	i	1.3	-2%	0.2%	-16%
Cc1cccc(-n2nnc(C(=O)NCc3ccc4c(c3)OCO4)c2N)c1	2.1%	6%	4%	17%	2.4%	i	0.3	25%	0.0%	-10%
CC(NC(=O)C12CC3(C)CC(C)(CC(C)(C3)C1)C2)C(=O)O (stereo unspecified)	0.2%	-29%[20 µM]	7%	0%	1.4%	nt	nt	6%	-0.1%	5%
O=C(c1ccco1)N1CCN(Cc2ccc(F)cc2)CC1	1.8%	-18%[20 µM]	11%	12%	0.5%	i	0.7	10%	-0.1%	-6%
COC(=O)N/N=C/c1c(C)c(C(=O)c2ccc(F)cc2)n2ccccc12	14%	8%	-3%	20%	-5.7%	i	0.2	-8%	0.5%	-3%
O=C(NCc1ccncc1)C(=O)NC1CC1	0.0%	5%	-14%	12%	-2.3%	i	0.3	8%	-0.3%	-2%
CCOc1ccc(NC(=O)CCC(=O)c2ccc(-c3ccccc3)cc2)cc1	1.9%	2%	-31%	-22%	5.7%	i	0.5	-2%	-0.3%	-6%
O=C(c1ccc2c(=O)n3c(nc2c1)CCCCC3)N1CCN(Cc2ccccc2)CC1	-1.3%	-20%	-6%	32%	-0.9%	i	3.4	17%	0.0%	3%
Cc1ccc(N(Cc2cc3ccc(C)cc3[nH]c2=O)S(C)(=O)=O)c(C)c1	-1.1%	9%	2%	18%	5.3%	i	0.8	7%	-0.1%	-5%
CCSc1nnc(-c2cc3c(s2)-c2ccccc2CC3)o1	2.6%	-27%	-16%	-19%	2.1%	i	0.4	32%	0.0%	-38%
Cc1cccc(C)c1NC(=O)N1CCC(c2nc3ccccc3o2)CC1	3.3%	-34%	-8%	-5%	1.5%	i	5.5	4%	0.2%	11%
Cn1c2ccc(F)cc2c2ncn(CC3CCCO3)c(=O)c21 (stereo unspecified)	1.3%	-2%	-4%	12%	1.2%	i	1.0	2%	-0.2%	-1%
CC1=NN(c2cccc(F)c2)C(=O)/C1=C/c1ccc(N(C)C)cc1	3.2%	12%	-8%	-9%	-2.8%	i	0.7	-4%	0.0%	1%
O=C(NCc1cccc(Cl)c1)C1CCCN(c2ncnc3c2nc2n3CCCCC2)C1 (stereo unspecified)	-0.9%	-3%	-14%	25%	1.8%	i	3.0	-3%	-0.1%	-6%
O=C(Cn1cnc2cc([N+](=O)[O-])ccc2c1=O)Nc1ccc2c(c1)OCO2	-1.1%	-50%[20 µM]	-4%	8%	-1.4%	i	0.1	5%	0.1%	-17%
Cc1cc(/C=C(/C#N)c2nc3ccccc3[nH]2)c(C)n1-c1cccc([N+](=O)[O-])c1	0.8%	-47%	11%	-27%	10%	i	0.5	10%	-0.1%	3%
O=S(=O)(Nc1nc2ccccc2nc1NCc1ccco1)c1ccc(F)cc1	12%	-4%	-6%	25%	1.2%	i	0.3	13%	-0.3%	8%
CCNCc1cc(Cl)cc(OC)c1OC(C)C	-0.3%	25%	18%	-21%	0.8%	i	0.3	4%	0.0%	-12%

Remaining list, next part
SMILES	HIV peptide binding	KOR beta-arrestin-1	NOD1 inhibition	NOD2 inhibition	KOR beta-arrestin-2	Myeloid diff 2	Myeloid diff 2 GFP+ MAC1+ %	GPR55 LPI antagonism	GPR55 activation	GPR35 antagonists
Cc1cccc(C(=O)Nc2cccc(C(=O)N/N=C/c3ccncc3)c2)c1	-0.8%	23%	-18%	15%	6.5%	i	0.3	10%	0.6%	-7%
COc1ccc(S(=O)(=O)N2CCOC2CNC(=O)C(=O)NCc2ccncc2)cc1 (stereo unspecified)	0.5%	15%	15%	10%	-3.0%	i	0.6	14%	-0.2%	8%
O=C(c1ccc2nc(Cc3cccc(Cl)c3)oc2c1)N1CCC[C@H]1CO	-1.0%	3%	-34%	1%	-1.9%	i	5.0	5%	-0.2%	-5%
CCOc1ccccc1NC(=O)CCS(=O)(=O)c1cccc2nsnc12	-1.1%	6%	-55%	-3%	-5.0%	i	3.3	17%	0.2%	-12%
C=CCOc1ccc(/C=C2/C(=N)N3N=C(CC(=O)N4CCCC4)SC3=NC2=O)cc1OC	3.3%	-3%	-1%	16%	0.0%	i	5.6	-2%	0.3%	5%
CC1CN(C(C)C)C(C)CC1OC(=O)c1ccccc1 (stereo unspecified)	-0.3%	-62%[20 µM]	-27%	0%	-4.0%	i	0.3	16%	0.3%	8%
CN(C)c1ccc(CNCCC2(O)CCOC(C)(C)C2)cc1 (stereo unspecified)	0.6%	-3%	-32%	0%	0.6%	i	6.1	5%	0.2%	9%
O=C(Nc1ccc(Cl)cc1)C1CCCN(c2cnccn2)C1 (stereo unspecified)	-0.9%	-28%	37%	14%	24%	i	0.0	-24%	0.4%	6%
COc1ccc(OCc2cc(-c3ccc(Cl)cc3)no2)cc1	-1.5%	1%	-32%	15%	-8.2%	i	0.3	8%	-0.3%	-8%
COc1ccc2[nH]c(=O)c(CN(Cc3cccnc3)Cc3nnnn3CC3CCCO3)cc2c1 (stereo unspecified)	0.9%	-20%	1%	20%	9.4%	i	0.3	-2%	0.6%	-7%
O=C(c1noc2c1CCCC2)N1CCOCC1	-2.6%	-18%	37%	10%	2.8%	i	12	-2%	-0.1%	-14%
CC(C)(C)c1ccc(Oc2ccc(N)cn2)cc1	0.5%	-14%	66%*	46%	3.6%	+	4.9*	-10%	-0.1%	0%
O=C(/C=C/c1ccc(O)c(O)c1)OC1C(O)CC(OC(=O)/C=C/c2ccc(O)c(O)c2)(C(=O)O)CC1O (stereo unspecified)	22%	6%	3%	12%	-0.1%	i	1.6	3%	-0.2%	-6%
COC(=O)[C@@]1(Cc2ccc(F)cc2)[C@H]2c3cc(C(=O)N4CCCC4)n(Cc4ccc(C(F)(F)F)nc4)c3C[C@H]2CN1C(=O)c1ccccc1	6.8%	-29%	-11%	-9%	0.1%	nt	nt	8%	-0.1%	12%
Cc1cccc(/C=N/NC(=O)Cn2nc(C)cc2C)n1	8.3%	-4%	-66%	-15%	3.7%	i	0.4	11%	-0.1%	-1%
O=S(=O)(c1cccc(-c2cn3ccccc3n2)c1)N1CCCCC1	1.0%	-17%	-2%	20%	-0.9%	i	0.3	4%	-0.1%	-11%
Cc1cc2c3c(c1C)C1(C(=O)N3C(C)(C)CC2C)C(C#N)=C(N)OC2=C1C(=O)CC(C)(C)C2 (stereo unspecified)	-1.7%	-2%	18%	6%	1.1%	i	10	4%	0.6%	13%
COc1ccc(S(=O)(=O)NCc2cccnc2)cc1OC	2.4%	-61%[20 µM]	-1%	7%	2.0%	i	0.7	-8%	0.1%	-3%
COc1ccc(C(CNC(=O)c2ccc(S(=O)(=O)N(C)C)cc2)N2CCCCC2)cc1 (stereo unspecified)	-1.2%	-2%	-45%	3%	-4.8%	i	0.4	7%	-0.5%	-3%
C=CCn1c(/N=C/c2ccc(OC)cc2)nc2ccccc21	0.3%	7%	-6%	-18%	-5.7%	i	1.3	-10%	-0.1%	2%
CCOc1cc(CNc2ccc(O)cc2)ccc1OCc1ccc(Cl)cc1Cl	9.9%	-9%	-1%	2%	-2.5%	i	0.5	5%	-0.3%	5%
O=C(NS(=O)(=O)c1ccccc1Cl)c1ccc[nH]1	1.9%	-10%	-29%	4%	1.5%	nt	nt	1%	0.0%	8%
COc1ccccc1NNC(=O)c1cccnc1Oc1ccccc1	-3.3%	nt	-1%	-2%	6.8%	i	0.5	-8%	0.2%	3%
CCCC1(C(=O)OC)NC(c2ccc(OC)c(OC)c2)C2C(=O)N(c3ccc4c(c3)OCO4)C(=O)C21 (stereo unspecified)	-1.2%	5%	-2%	4%	14%	i	1.2	-4%	0.2%	5%
COCCN(C(=S)Nc1cccc(OC)c1)C1CCN(C(C)C)CC1	-0.1%	4%	-23%	-7%	2.0%	i	0.5	0%	-0.2%	5%

More entries:
SMILES	HIV peptide binding	KOR beta-arrestin-1	NOD1 inhibition	NOD2 inhibition	KOR beta-arrestin-2	Myeloid diff 2	Myeloid diff 2 GFP+ MAC1+ %	GPR55 LPI antagonism	GPR55 activation	GPR35 antagonists
O=C(O)c1ccc2c(c1)OCCOCCOCCOCCOCCO2	-2.4%	-9%	4%	8%	-0.7%	i	0.1	6%	0.0%	-8%
Cc1ccc(CN(Cc2cccnc2)C(=S)Nc2cccc(Cl)c2C)cc1	1.2%	12%	-37%	-11%	0.4%	i	0.5	9%	0.3%	1%
CCOC(=O)c1cccnc1SC(CC)C(=O)N1CCOCC1 (stereo unspecified)	11%	-6%	-5%	-9%	-2.8%	i	7.6	25%	0.3%	1%
CCc1ccccc1NC(=O)CNCC(=O)Nc1ccccc1CC	-1.0%	-25%	8%	-1%	0.4%	+	1.5*	4%	-0.1%	-6%
Cn1c(=O)c2c(SCC(=O)Nc3cccc(F)c3)nc(-c3ccco3)nc2n(C)c1=O	0.5%	19%	-9%	-67%	-2.7%	i	1.2	5%	0.2%	5%
O=C(c1cccnc1)N1CCN(Cc2ccc3c(c2)OCO3)CC1	2.7%	-22%	-2%	0%	4.7%	i	0.4	2%	-0.1%	0%
